Tau fibril FP = blocks human tau fibril formation measured by polarization; P10636; K18 P301L tau heparin fibrillization, Alexa594 FP, 6 h; Potency, µM (highest dose often 57.7 µM), without a hit: at the highest dose activity, negative = inhibition, hits mostly inhibitors; hit rate 0.39% among 280,000; also: % is scaled to controls: 0 for no effect and ±100 for the full control effect; nearly all actives have a fitted effect of over 55% in size
Target sequence (P10636 561-689 P618L limits assumed): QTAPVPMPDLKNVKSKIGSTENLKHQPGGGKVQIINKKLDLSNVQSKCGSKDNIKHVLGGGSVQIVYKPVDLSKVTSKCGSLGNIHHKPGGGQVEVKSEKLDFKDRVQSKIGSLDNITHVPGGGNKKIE
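Steps: dispense K18 P301L tau (15 uM plus 0.24 uM Alexa 594 tracer, final) in pH 7 sodium acetate; add compound; add heparin (20 uM final); incubate 6 hr, 37 C; add ThT (30 uM final); after 1 hr ambient, read FP.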
aGlu spleen mod = lysosomal alpha-glucosidase (human) modulation. P10253. human spleen homogenate, 4-MU-alpha-glucoside fluorescence. Potency, µM (series often up to 79.9 µM), inactives show at the highest dose activity change, negative = inhibition, hits mostly inhibitors. hit rate 0.006% among 240,000. AID 2112;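 also: 0% = enzyme with vehicle and -100% = no enzyme basal signal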
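Human spleen homogenate (1 ug) with 4-methylumbelliferyl-alpha-D-glucopyranoside (1 mM final) in 50 mM citrate/phosphate pH 5.0, 0.01% Tween-20; 40 min at 37 C. Stopped at pH 10; 4-MU fluorescence Ex 365/Em 440 nm; AC50 by Hill fit.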
Tau ThT inhib = blocks human tau fibril formation measured by thioflavin T; P10636; recombinant tau K18 P301L, heparin-induced fibrillization, ThT fluorescence; Potency, µM (titrated, usually from 57.4 µM), inactives show at the highest dose activity, negative = inhibition, usual class: inhibitors; hit rate 2.1% among 270,000; also: % is scaled to controls: 0 for no effect and ±100 for the full control effect; nearly all actives have a fitted effect of over 55% in size
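Using a mix of unlabeled (15 uM) and Alexa 594-labeled (0.24 uM) tau K18 P301L, heparin-triggered fibrillization over 6 hr at 37 C was scored by ThT fluorescence.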
GAA glycogen = inhibitors or activators of human alpha-glucosidase glycogen cleavage; hit rate 0.38% among 300,000; P10253; recombinant GAA, glycogen substrate, Amplex Red glucose oxidase fluorescence; AID 2100; Potency, µM (doses to about 76.4 µM), for the others: top-dose activity change, negative = inhibition, usual class: inhibitors;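 also: 0% = full enzyme reaction and -100% = no-enzyme basal signal; the screen sought inhibitors and activators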
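Recombinant human enzyme (4 nM); glycogen substrate; 37 C, 40 min, pH 5.0. Readout: coupled glucose oxidase/Amplex Red fluorescence.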
GAA inh = blocks human lysosomal alpha-glucosidase; P10253; purified human GAA, 4-MU-alpha-glucoside fluorescence; Potency, µM (highest dose often 76.9 µM), inactives show at the highest dose activity change, negative = inhibition, actives largely listed as inhibitors; hit rate 0.005% among 200,000; AID 1466;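 also: plate controls were uninhibited enzyme wells for no effect and no-enzyme background for full effect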
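Endpoint fluorogenic read: 20 min room-temperature reaction of 4 nM human alpha-glucosidase with 400 uM 4-methylumbelliferyl-alpha-D-pyranoside, pH 5.0, quenched with 1M NaOH/1M glycine pH 10. AC50 from Hill modeling.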
GLA spleen mod = inhibitors or activators of human alpha-galactosidase in spleen homogenate; Potency, µM (top dose mostly 80 µM), without a hit: top-dose activity change, negative = inhibition, hits mostly inhibitors; human spleen homogenate, 4MU-alpha-Gal fluorescence, 40 min; hit rate 0.008% among 240,000; P06280;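 also: 0% = enzyme with vehicle and -100% = no enzyme basal signal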
Target sequence (P06280 32-429 limits assumed): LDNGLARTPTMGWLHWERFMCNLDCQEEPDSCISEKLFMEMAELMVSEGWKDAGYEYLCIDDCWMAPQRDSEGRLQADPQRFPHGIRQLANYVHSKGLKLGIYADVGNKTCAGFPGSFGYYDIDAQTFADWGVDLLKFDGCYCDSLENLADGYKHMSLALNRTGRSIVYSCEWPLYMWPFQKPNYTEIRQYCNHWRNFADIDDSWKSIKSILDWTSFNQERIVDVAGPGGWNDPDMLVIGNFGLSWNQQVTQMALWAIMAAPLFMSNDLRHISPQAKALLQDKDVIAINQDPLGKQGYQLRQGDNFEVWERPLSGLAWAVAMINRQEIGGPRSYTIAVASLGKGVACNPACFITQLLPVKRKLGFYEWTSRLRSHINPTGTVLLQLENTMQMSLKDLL
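qHTS titration in buffer at pH 5.0. Alpha-galactosidase activity in spleen homogenate was measured via 4-methylumbelliferone release from 1 mM fluorogenic substrate after 40 min at 37C and a pH 10 stop. AC50 came from Hill fits of control-normalized data.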
HTT ATP protect = protects HTT-Q103 PC12 cells, measured by ATP; PC12 HTT-Q103 induced, cytoprotection, ATP luminescence, 40 h; Potency, µM (highest dose often 56.4 µM), inactives show cytoprotection (ATP increase), actives largely listed as activators; hit rate 0.14% among 230,000; AID 1471;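 also: % of control where 0% means no effect; nearly all actives have a fitted effect of over 45% in size; toxic huntingtin expression switched on by the ecdysone agonist tebufenozide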
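Stable PC12 Q103-GFP cells in serum-supplemented, phenol red-free DMEM; induction by tebufenozide at 100 nM final; compound dose series; cell viability quantified luminescently from ATP.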
Tau fluor cs = counter-screen for tau fibril formation inhibitors; tau K18 P301L Alexa594 fluorescence, heparin fibrillization; Potency, µM (top dose mostly 57.7 µM), inactives show at the highest dose activity change, negative = decrease; hit rate 0.93% among 280,000; AID 1463; also: % is scaled to controls: 0 for no effect and ±100 for the full control effect; nearly all actives have a fitted effect of over 55% in size
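Human tau K18 P301L (15 uM unlabeled, 0.24 uM Alexa 594-labeled) in 100 mM sodium acetate pH 7 with 20 uM heparin, 6 hr at 37 C. ThT 30 uM added, 1 hr ambient; Alexa 594 FP and total fluorescence read at 555/632 nm.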
* = called active by the depositor; ? = inconclusive; . = no result given; [ ] = remark or other dose. Calls follow the shape of the dose curve; as a rule, active = well fitted curve in the direction sought with a large enough effect; inconclusive = small, poorly fitted or top-dose-only effect, or another doubt; inactive = no such curve, though single readings can be large; an effect the other way counts as inactive or inconclusive. Potency is read from the fitted curve at half-maximal effect.

| no. | SMILES | GLA spleen mod | GAA glycogen | aGlu spleen mod | Tau ThT inhib |
| --- | --- | --- | --- | --- | --- |
| 1 | CCOP(=O)(OCC)C(Nc1ccc([N+](=O)[O-])cc1)c1ccc(Cl)cc1 (configuration not stated) | 5% | -3% | -2% | -1% |
| 2 | c1ccc2c(c1)nnn2Cc1nnc2sc(-c3ccc4c(c3)OCCO4)nn12 | 5% | 3% | 3% | -7% |
| 3 | CCOC(=O)c1cn2c(C)cccc2n1 | 4% | -4% | . | 1% |
| 4 | COC(=O)c1cc(OC)ccc1-c1ccc(OC)cc1 | -1% | 8% | -3% | -17% |
| 5 | CC1Cc2ccccc2N1C(=O)CSc1nc2ccc(NC(=O)COc3ccccc3)cc2s1 (configuration not stated) | . | 12%[76.3 µM] | . | -6% |
| 6 | O=S(=O)(NC1=NCCC1)c1ccc(F)cc1F | 5% | -9% | 5% | 0% |
| 7 | O=c1[nH]c(N2CCN(Cc3ccc4c(c3)OCO4)CC2)nc2c1CCCC2 | -5% | 1% | 0% | 0% |
| 8 | O=C(O)[C@H]1Cc2ccccc2CN1S(=O)(=O)c1ccc(F)cc1 | -10% | 4% | -13% | -2% |
| 9 | O=C(N/N=C/c1ccc([N+](=O)[O-])o1)c1cn(-c2ccccc2)nc1-c1ccc(Cl)cc1 | 3% | 11% | 0% | ? |
| 10 | CCCS(=O)(=O)c1c(S(=O)(=O)CCC)c2cc(CC)ccn2c1C(=O)c1ccc(Cl)cc1 | . | 14%[76.3 µM] | . | -1% |
| 11 | O=C(N/N=C/c1cccc(C(F)(F)F)c1)c1ccc(O)cc1 | -5% | -12% | -20% | -7% |
| 12 | N#CC1=C(N)N(c2ccc(Br)cc2)C2=C(C(=O)CCC2)C1c1cccnc1 (configuration not stated) | -4% | -6% | -11% | -9% |

| no. | Tau fibril FP | Tau fluor cs | GAA inh | HTT ATP protect |
| --- | --- | --- | --- | --- |
| 1 | 1% | -9% | -9% | ? |
| 2 | -9% | -1% | 3% | -6%[10 µM] |
| 3 | 2% | 3% | ? | -39% |
| 4 | -8% | -12% | -2% | -17% |
| 5 | ? | -23% | . | . |
| 6 | 1% | 1% | -1% | -10% |
| 7 | 7% | 5% | 0% | . |
| 8 | -5% | -6% | . | 13%[10 µM] |
| 9 | 6% | ? | 5% | -58%[inhibitor] |
| 10 | -3% | -3% | . | . |
| 11 | 2% | -8% | 3% | -6%[10 µM] |
| 12 | 0% | -10% | ? | 7% |

As a working copy, three of the compounds above:
| no. | SMILES | GLA spleen mod | GAA glycogen | aGlu spleen mod | Tau ThT inhib |
| --- | --- | --- | --- | --- | --- |
| 10 | CCCS(=O)(=O)c1c(S(=O)(=O)CCC)c2cc(CC)ccn2c1C(=O)c1ccc(Cl)cc1 | . | 14%[76.3 µM] | . | -1% |
| 11 | O=C(N/N=C/c1cccc(C(F)(F)F)c1)c1ccc(O)cc1 | -5% | -12% | -20% | -7% |
| 12 | N#CC1=C(N)N(c2ccc(Br)cc2)C2=C(C(=O)CCC2)C1c1cccnc1 (configuration not stated) | -4% | -6% | -11% | -9% |

| no. | Tau fibril FP | Tau fluor cs | GAA inh | HTT ATP protect |
| --- | --- | --- | --- | --- |
| 10 | -3% | -3% | . | . |
| 11 | 2% | -8% | 3% | -6%[10 µM] |
| 12 | 0% | -10% | ? | 7% |

Next section:
| no. | SMILES | GLA spleen mod | GAA glycogen | aGlu spleen mod | Tau ThT inhib |
| --- | --- | --- | --- | --- | --- |
| 13 | O=C(Cc1ccccc1)N/N=C/c1ccc[nH]1 | -1% | -4% | -3% | . |
| 14 | CSCCC(N=C(NS(=O)(=O)c1ccc(C)cc1)c1ccccc1)C(=O)O (configuration not stated) | 1% | -6% | 2% | -7% |
| 15 | CCc1cccc(CC)c1NC(=O)COC(=O)C1(c2ccc(Cl)cc2)CCCC1 | -7% | 4% | -4% | -2% |
| 16 | Cc1ccc2c(CN3C(=O)NC(C)(c4ccc5c(c4)OCO5)C3=O)cc(=O)oc2c1 (configuration not stated) | 6% | -11% | 2% | 9% |
| 17 | NC(=O)CC(NC(=O)Cc1cccc2ccccc12)c1ccc(NCc2cc(F)ccc2F)c([N+](=O)[O-])c1 (configuration not stated) | 8% | 4% | 2% | ? |
| 18 | NC(=O)c1c(NC(=O)c2ccccc2)sc2c1CCc1ccccc1-2 | 4% | -14% | 4% | -13% |
| 19 | COCc1nnc(NC(=O)c2ccc3c(c2)OCO3)s1 | 0% | -3% | 2% | 3% |
| 20 | COc1cc(NC(=O)N(Cc2ccco2)C2CCN(C(C)=O)CC2)cc(OC)c1OC | . | -9%[76.3 µM] | . | 10% |
| 21 | COc1ccc(Cn2nnnc2CN2CCC(c3nc4ccccc4s3)CC2)cc1 | 0% | -5% | -4% | -11% |
| 22 | COc1ccc(-c2nc3ccccn3c2/N=C/c2ccc(OC)c(OC)c2)cc1O | 3% | ? | -5% | ? |
| 23 | Cc1c(NC(=O)Nc2ccc(Cl)cc2)c(=O)n(-c2ccccc2)n1C | -2% | 1% | -1% | -3% |
| 24 | CCOC(=O)c1c(-c2ccccc2)csc1NC(=O)CCN1CCOCC1 | 3% | -1% | 2% | 14% |

| no. | Tau fibril FP | Tau fluor cs | GAA inh | HTT ATP protect |
| --- | --- | --- | --- | --- |
| 13 | -5% | -2% | . | 24%[10 µM] |
| 14 | 4% | -4% | . | 4%[10 µM] |
| 15 | -14% | -6% | -7% | 12%[10 µM] |
| 16 | 6% | 9% | ? | -29%[10 µM] |
| 17 | -15% | -27% | . | 16%[10 µM] |
| 18 | -3% | -16% | 5% | -22% |
| 19 | -9% | 0% | -10% | . |
| 20 | 3% | 7% | . | . |
| 21 | 4% | -7% | -7% | -26% |
| 22 | -5% | -16% | 5% | -20%[10 µM] |
| 23 | -4% | -2% | -7% | -6% |
| 24 | -8% | 14% | 1% | 1%[10 µM] |

The last 3 compounds of the section above open the next one.
| no. | SMILES | GLA spleen mod | GAA glycogen | aGlu spleen mod | Tau ThT inhib |
| --- | --- | --- | --- | --- | --- |
| 22 | COc1ccc(-c2nc3ccccn3c2/N=C/c2ccc(OC)c(OC)c2)cc1O | 3% | ? | -5% | ? |
| 23 | Cc1c(NC(=O)Nc2ccc(Cl)cc2)c(=O)n(-c2ccccc2)n1C | -2% | 1% | -1% | -3% |
| 24 | CCOC(=O)c1c(-c2ccccc2)csc1NC(=O)CCN1CCOCC1 | 3% | -1% | 2% | 14% |
| 25 | COc1ccc(-c2noc(-c3ccc(C)cc3Cl)n2)cc1OC | . | 2%[76.3 µM] | . | 0% |
| 26 | CC(Oc1cccc(Cl)c1)C(=O)NCc1ccc(S(N)(=O)=O)cc1 (configuration not stated) | 3% | -22% | 4% | -3% |
| 27 | COc1ccc(C(=O)NCC(=O)N/N=C/c2cccc(OC(=O)c3ccco3)c2)cc1OC | 5% | 7% | . | -2% |
| 28 | CN(C)c1ccc(NC(=O)c2ccc3nsnc3c2)cc1 | 13% | -2% | -12% | 7.9µM* |
| 29 | CCOC(=O)CNCCC(=O)c1ccc(Br)cc1 | -5% | 2% | -7% | ? |
| 30 | O=C1CC(c2ccncc2)c2cc3c(cc2N1)OCO3 (configuration not stated) | -4% | 2% | -6% | 0% |
| 31 | O=C(COC(=O)CNC(=O)c1ccc(Br)o1)Nc1ccccc1OC(F)F | 4% | -8% | -14% | -1% |
| 32 | O=C(c1cccc(C(F)(F)F)c1)C1CCCN(Cc2ccc(OCCO)cc2)C1 (configuration not stated) | 0% | 13% | 0% | 5% |
| 33 | COc1ccc(CCC(=O)Nc2ccc3c(c2)OCCO3)cc1 | -19% | 6% | -8% | -8% |
| 34 | CCOC(=O)c1ccc(S(=O)(=O)NNC(=O)COc2ccc(C)cc2)cc1 | -5% | 8% | -16% | -8% |
| 35 | Cc1ccc(-c2nnc3n2N=C(c2ccccc2Br)CS3)cc1 | 1% | 1% | -13% | -14% |
| 36 | CC(C)(C)c1ccc(S(=O)(=O)N2CCCCC2C(=O)NCc2ccccn2)cc1 (configuration not stated) | ? | -10% | 11% | -17% |

| no. | Tau fibril FP | Tau fluor cs | GAA inh | HTT ATP protect |
| --- | --- | --- | --- | --- |
| 22 | -5% | -16% | 5% | -20%[10 µM] |
| 23 | -4% | -2% | -7% | -6% |
| 24 | -8% | 14% | 1% | 1%[10 µM] |
| 25 | -5% | 0% | . | . |
| 26 | 6% | 0% | -5% | 6% |
| 27 | 5% | -7% | -6% | -37%[inhibitor] |
| 28 | 5% | -30% | -1% | -2%[10 µM] |
| 29 | ? | 2% | 6% | 34%[10 µM] |
| 30 | 1% | 6% | 6% | 4% |
| 31 | -3% | -5% | -3% | 3%[10 µM] |
| 32 | 4% | 8% | -4% | 15%[10 µM] |
| 33 | -4% | -9% | -5% | 8% |
| 34 | 4% | -4% | 0% | 30%[10 µM] |
| 35 | 3% | -2% | -7% | -23%[0.074 µM] |
| 36 | 4% | -5% | -3% | -7% |

(next part)
| no. | SMILES | GLA spleen mod | GAA glycogen | aGlu spleen mod | Tau ThT inhib |
| --- | --- | --- | --- | --- | --- |
| 37 | CC(C)(C)OC(=O)N1CCCN(C(=O)Nc2cccc(Cl)c2)CC1 | -12% | 0% | 5% | -7% |
| 38 | Cc1cc(C)cc(NC(=O)c2ccc(NC(=O)C3C4CC5OC(=O)C3C5C4)cc2)c1 (configuration not stated) | 3% | 17% | 0% | 0% |
| 39 | COc1cccc(C(=O)Nc2ccc(-c3nnc(-c4ccco4)o3)cc2)c1 | -12% | 7% | -12% | ? |
| 40 | CN=c1c([N+](=O)[O-])nn(-c2ccc3c(c2)OCCO3)n1O | -6% | -2% | 2% | 4% |

| no. | Tau fibril FP | Tau fluor cs | GAA inh | HTT ATP protect |
| --- | --- | --- | --- | --- |
| 37 | 5% | -11% | . | 7%[10 µM] |
| 38 | -12% | -15% | 4% | 21%[10 µM] |
| 39 | ? | -27% | 6% | -39%[inhibitor] |
| 40 | -5% | 0% | -4% | -14% |
